TcdB inh: blocks C. difficile toxin B glycohydrolase activity; P18177; TcdB glycohydrolase enzymatic assay, plate reader; hit rate 0.24% among 350,000; AID 652162; inhibition, % at 9.99 µM; in the data active = inhibition above about 10%
* marks the source's active call; other numbers are inactive results. Not all compounds are listed, so the mix of outcomes need not match the whole.

Screening O=C(c1cnccn1)N1CC(=O)N2[C@H](C1)[C@@H](c1ccc(C#CC3CC3)cc1)[C@@H]2CO returned TcdB inh 0.4.
Screening CO[C@@H]1CN(C)C(=O)c2cc(NC(C)=O)ccc2OC[C@@H](C)N(CC2CC2)C[C@H]1C returned TcdB inh -0.5.
`C[C@@H]1CCCCO[C@@H](CN(C)S(=O)(=O)c2ccc(Cl)cc2)[C@@H](C)CN([C@H](C)CO)C(=O)c2cc(NC(=O)Cc3ccccc3)ccc2O1` gave TcdB inh -0.6.
Screening CCCNC(=O)Nc1ccc2c(c1)C(=O)N(C)C[C@H](OC)[C@H](C)CN(C(C)=O)[C@@H](C)CO2 returned TcdB inh -1.7.
CN(C)C(=O)C[C@@H]1CC[C@H](NC(=O)Nc2cccc(F)c2)[C@H](CO)O1 was read as TcdB inh -0.1.
For Cc1noc(C)c1NC(=O)N(C)C[C@@H]1Oc2c(NC(=O)Nc3ccc(F)cc3)cccc2C(=O)N([C@@H](C)CO)C[C@H]1C the results were TcdB inh -0.1.
`Cc1noc(C)c1S(=O)(=O)Nc1ccc2c(c1)C(=O)N([C@@H](C)CO)C[C@H](C)[C@H](CN(C)Cc1ccc(Cl)c(Cl)c1)O2` gave TcdB inh -0.2.
For O=C(C1CCOCC1)N1CC(=O)N2[C@@H](CO)[C@H](c3ccc(-c4ccccc4F)cc3)[C@@H]2C1 the results were TcdB inh 1.8.
Screening N#Cc1ccc(-c2ccc([C@@H]3[C@H](CO)N4C(=O)CN(C(=O)C5CCC5)C[C@@H]34)cc2)cc1 returned TcdB inh 1.0.
Screening O=C(C1CCOCC1)N1CC2(C1)[C@@H](c1ccccc1)[C@@H](CO)N2Cc1ccccc1F returned TcdB inh 0.1.
CO[C@@H]1CN(C)C(=O)c2ccc(NS(=O)(=O)CC(F)(F)F)cc2OC[C@@H](C)N(C)C[C@@H]1C was read as TcdB inh -0.1.
Screening C[C@@H]1CCCCO[C@@H](CN(C)S(=O)(=O)c2ccc(Cl)cc2)[C@H](C)CN([C@@H](C)CO)C(=O)c2cc(NS(C)(=O)=O)ccc2O1 returned TcdB inh 1.2.
For C[C@H](CO)N1C[C@H](C)[C@@H](CN(C)C(=O)Nc2ccccc2C(F)(F)F)OCc2cn(nn2)CCCC1=O the results were TcdB inh 0.1.
Screening C[C@@H]1CCCCO[C@H](CN(C)C(=O)c2ccncc2)[C@H](C)CN([C@@H](C)CO)C(=O)c2cc(N(C)C)ccc2O1 returned TcdB inh -18.
Screening C[C@H]1CN([C@@H](C)CO)C(=O)Cc2cc(NC(=O)NC3CCCCC3)ccc2O[C@@H]1CN(C)C(=O)Nc1ccc(F)cc1 returned TcdB inh 0.4.
Screening CC(=O)N1[C@@H]2c3ccc(-c4cccc(F)c4)c(=O)n3C[C@H]1[C@H](CO)[C@H]2C(=O)NCC1CC1 returned TcdB inh -0.8.
Screening CCCNC(=O)C[C@H]1C[C@@H]2c3cc(NS(=O)(=O)c4cccc(OC)c4)ccc3O[C@@H]2[C@@H](CO)O1 returned TcdB inh 0.2.
For COc1cccc(-c2ccc3c(c2)[C@@H]2[C@@H](CCN2C(=O)C2CCOCC2)[C@H](CO)N3)c1 the results were TcdB inh 1.1.
Screening O=C(O)C[C@@H]1C[C@H]2c3cc(NC(=O)Nc4ccccc4)ccc3O[C@H]2[C@@H](CO)O1 returned TcdB inh -0.4.
O=C(Cc1ccccc1)N1CCCCN2[C@H](C1)[C@H](c1ccc(C#Cc3ccccc3)cc1)[C@@H]2CO was read as TcdB inh -8.3.

A stretch taken from the entries so far, for reference:
Screening CC(=O)N1[C@@H]2c3ccc(-c4cccc(F)c4)c(=O)n3C[C@H]1[C@H](CO)[C@H]2C(=O)NCC1CC1 returned TcdB inh -0.8.
Screening CCCNC(=O)C[C@H]1C[C@@H]2c3cc(NS(=O)(=O)c4cccc(OC)c4)ccc3O[C@@H]2[C@@H](CO)O1 returned TcdB inh 0.2.
For COc1cccc(-c2ccc3c(c2)[C@@H]2[C@@H](CCN2C(=O)C2CCOCC2)[C@H](CO)N3)c1 the results were TcdB inh 1.1.
Screening O=C(O)C[C@@H]1C[C@H]2c3cc(NC(=O)Nc4ccccc4)ccc3O[C@H]2[C@@H](CO)O1 returned TcdB inh -0.4.
O=C(Cc1ccccc1)N1CCCCN2[C@H](C1)[C@H](c1ccc(C#Cc3ccccc3)cc1)[C@@H]2CO was read as TcdB inh -8.3.

(further entries)
Screening Cc1ccccc1-c1ccc([C@H]2[C@@H](CO)N3CCCCN(S(=O)(=O)c4ccc(F)cc4)C[C@H]23)cc1 returned TcdB inh -0.1.
For O=S(=O)(c1ccccc1)N1CCCCN2[C@H](CO)[C@H](c3ccc(-c4ccccc4)cc3)[C@H]2C1 the results were TcdB inh 0.5.
Screening CN1c2ccc(-c3cccc(F)c3)cc2[C@@H]2[C@@H](CCN2C(=O)Cc2ccccc2)[C@@H]1CO returned TcdB inh 1.3.
`O=C(CC1CC1)Nc1ccc2c(c1)[C@H]1C[C@@H](CC(=O)N3CCc4ccccc4C3)O[C@H](CO)[C@H]1O2` gave TcdB inh -0.9.
Screening CCCNC(=O)Nc1ccc2c(c1)OC[C@@H](C)N(C(=O)CC)C[C@@H](C)[C@H](OC)CN(C)C2=O returned TcdB inh -1.0.
Screening CC(C)NC(=O)Nc1ccc2c(c1)CC(=O)N([C@H](C)CO)C[C@@H](C)[C@H](CN(C)C(=O)NC1CCCCC1)O2 returned TcdB inh 0.3.
`C[C@@H]1CCCCO[C@@H](CN(C)Cc2ccc(C(=O)O)cc2)[C@@H](C)CN([C@@H](C)CO)C(=O)c2cc(NC(=O)c3ccccc3)ccc2O1` gave TcdB inh -0.3.
Screening CN1[C@@H]2c3ccc(-c4cccc(F)c4)c(=O)n3C[C@H]1[C@H](CO)[C@H]2C(=O)Nc1nccs1 returned TcdB inh -0.2.
`C[C@@H]1CCCCO[C@H](CN(C)Cc2ccc3c(c2)OCO3)[C@@H](C)CN([C@@H](C)CO)C(=O)c2cc(NC(=O)c3ccccc3)ccc2O1` gave TcdB inh -1.0.
Cc1noc(C)c1NC(=O)Nc1ccc2c(c1)C(=O)N([C@@H](C)CO)C[C@@H](C)[C@H](CN(C)C)OCCCC[C@H](C)O2 was read as TcdB inh -2.3.
COc1ccc(NC(=O)Nc2ccc3c(c2)C(=O)N([C@@H](C)CO)C[C@@H](C)[C@@H](CN(C)S(=O)(=O)c2cccs2)OCCCC[C@H](C)O3)cc1 was read as TcdB inh -1.4.
`C[C@H]1CN([C@@H](C)CO)C(=O)CCCn2cc(nn2)CO[C@H]1CN(C)S(=O)(=O)c1ccc(Oc2ccccc2)cc1` gave TcdB inh 1.2.
Screening CO[C@H]1CN(C)C(=O)c2ccc(NC(=O)C3CC3)cc2OC[C@@H](C)N(C(=O)CN2CCOCC2)C[C@H]1C returned TcdB inh -0.7.
CCCN(C)C[C@@H]1OCCCC[C@@H](C)Oc2ccc(NS(C)(=O)=O)cc2C(=O)N([C@@H](C)CO)C[C@@H]1C was read as TcdB inh -0.1.
Screening COCC(=O)Nc1ccc2c(c1)C(=O)N(C)[C@@H]1CC[C@H](CC(=O)NCCCN(C)C)O[C@@H]1CO2 returned TcdB inh -4.2.
COc1ccccc1C(=O)Nc1ccc2c(c1)C(=O)N(C)[C@H]1CC[C@@H](CC(=O)NCc3ccc(Cl)c(Cl)c3)O[C@H]1CO2 was read as TcdB inh -0.4.
`C[C@H](CO)N1C[C@H](C)[C@H](CN(C)S(=O)(=O)c2ccccc2C#N)OCc2ccccc2-c2ccccc2C1=O` gave TcdB inh 0.7.
O=C(C1CCCCC1)N1CC2(C1)[C@@H](c1ccccc1)[C@@H](CO)N2C(=O)c1cccnc1 was read as TcdB inh -0.4.
`O=C(c1ccccc1F)N1CC2(C1)[C@@H](c1ccccc1)[C@H](CO)N2CC1CC1` gave TcdB inh 0.5.
For CO[C@H]1CN(C)C(=O)c2ccc(NS(=O)(=O)c3cccc(F)c3)cc2OC[C@@H](C)NC[C@H]1C the results were TcdB inh -2.4.

An excerpt from above in order of molar mass, smallest number first.
O=C(C1CCCCC1)N1CC2(C1)[C@@H](c1ccccc1)[C@@H](CO)N2C(=O)c1cccnc1 was read as TcdB inh -0.4.
Screening CN1c2ccc(-c3cccc(F)c3)cc2[C@@H]2[C@@H](CCN2C(=O)Cc2ccccc2)[C@@H]1CO returned TcdB inh 1.3.
`O=C(CC1CC1)Nc1ccc2c(c1)[C@H]1C[C@@H](CC(=O)N3CCc4ccccc4C3)O[C@H](CO)[C@H]1O2` gave TcdB inh -0.9.

(further entries)
`COc1ccc(CNC(=O)C[C@H]2C=C[C@H](NS(=O)(=O)c3cccc(OC)c3)[C@@H](CO)O2)cc1` gave TcdB inh 1.7.
`CNC(=O)C[C@H]1CC[C@@H]2[C@@H](COc3ccc(NC(=O)Nc4ccccc4OC)cc3C(=O)N2C)O1` gave TcdB inh 2.3.
`CCCN1C[C@H](C)[C@@H](OC)CN(C)C(=O)c2cc(NC(=O)c3ccno3)ccc2OC[C@@H]1C` gave TcdB inh -0.2.
Screening CC(C)NC(=O)Nc1ccc2c(c1)C(=O)N([C@@H](C)CO)C[C@H](C)[C@H](CN(C)Cc1ccc(C(=O)Nc3ccccc3N)cc1)O2 returned TcdB inh -0.4.
Screening O=C(C[C@@H]1CC[C@H](NC(=O)Nc2cccc(F)c2)[C@@H](CO)O1)NCC1CC1 returned TcdB inh -0.2.
`CO[C@H]1CN(C)C(=O)c2ccc(NC(=O)c3ccc4c(c3)OCO4)cc2OC[C@@H](C)NC[C@H]1C` gave TcdB inh 1.0.
For N#Cc1cccc(-c2ccc([C@@H]3[C@@H](CO)N4CCCCN(C(=O)Nc5ccc(F)cc5)C[C@@H]34)cc2)c1 the results were TcdB inh 0.0.
`C[C@@H]1CN([C@H](C)CO)C(=O)c2cc(NC(=O)c3ccncc3)ccc2O[C@@H](C)CCCCO[C@H]1CN(C)S(=O)(=O)c1ccc(F)cc1` gave TcdB inh 3.1.
Screening COc1ccc(-c2cnc3c(c2)C(=O)N([C@@H](C)CO)C[C@@H](C)[C@H](CN(C)C(=O)C2CCC2)O3)cc1 returned TcdB inh -1.3.
For O=C(CC1CC1)Nc1ccc2c(c1)[C@H]1C[C@H](CC(=O)N3CCCCC3)O[C@H](CO)[C@H]1O2 the results were TcdB inh 0.1.
Screening C[C@@H]1CN([C@H](C)CO)C(=O)c2cc(N(C)C)ccc2O[C@H]1CN(C)S(C)(=O)=O returned TcdB inh -2.4.
For CO[C@H]1CN(C)C(=O)c2ccc(NC(=O)c3cc(C)on3)cc2OC[C@H](C)N(C)C[C@@H]1C the results were TcdB inh -0.9.
Screening O=C(CN1CCOCC1)N[C@@H]1CC[C@H](CCn2cc(C3CC3)nn2)O[C@H]1CO returned TcdB inh -0.3.
COc1ccc(S(=O)(=O)N(C)C[C@H]2Oc3ccc(NS(=O)(=O)c4cn(C)cn4)cc3CC(=O)N([C@H](C)CO)C[C@H]2C)cc1 was read as TcdB inh -1.5.
O=C(c1ccccc1F)N1CC(=O)N2[C@H](C1)[C@@H](c1ccc(C#Cc3ccc(F)cc3)cc1)[C@@H]2CO was read as TcdB inh 0.6.
Screening C[C@@H]1CN([C@@H](C)CO)C(=O)c2cc(NS(=O)(=O)c3ccccc3)ccc2O[C@H]1CN(C)C returned TcdB inh 0.8.
For CC(C)NC(=O)Nc1ccc2c(c1)CC(=O)N([C@@H](C)CO)C[C@H](C)[C@@H](CN(C)Cc1ccncc1)O2 the results were TcdB inh -0.1.
CCCNC(=O)[C@H]1[C@H](CO)[C@H]2Cn3c(ccc(-c4ccncc4)c3=O)[C@@H]1N2C(=O)CC1CC1 was read as TcdB inh -0.2.
Screening O=C([C@@H]1[C@@H](CO)[C@@H]2Cn3c(ccc(-c4ccccc4F)c3=O)[C@H]1N2C(=O)C1CC1)N1CCCCC1 returned TcdB inh 0.2.
Screening C[C@H]1CN([C@@H](C)CO)C(=O)Cc2cc(NC(=O)Nc3cccc4ccccc34)ccc2O[C@H]1CN(C)Cc1ccc(Cl)c(Cl)c1 returned TcdB inh 0.0.
COc1ccc(NC(=O)Nc2ccc3c(c2)C(=O)N([C@@H](C)CO)C[C@@H](C)[C@@H](CN(C)C(=O)C2CCCCC2)OCCCC[C@@H](C)O3)cc1 was read as TcdB inh -8.3.
For C[C@H](CO)N1C[C@H](C)[C@H](CN(C)Cc2ccc(Oc3ccccc3)cc2)Oc2ccc(NC(=O)Cc3ccccc3)cc2CC1=O the results were TcdB inh 0.5.
C[C@H](CO)N1C[C@H](C)[C@@H](CN(C)S(=O)(=O)c2ccc(Cl)cc2)Oc2ccc(NC(=O)Cn3cnnn3)cc2CC1=O was read as TcdB inh -0.2.
Screening CC(C)(O)C#Cc1ccc([C@@H]2[C@H](CO)N3CCCCN(C(=O)c4cccc(F)c4)C[C@@H]23)cc1 returned TcdB inh 0.1.
For Cc1noc(C)c1NC(=O)Nc1cccc2c1O[C@@H](CN(C)C(=O)Nc1cccc3ccccc13)[C@@H](C)CN([C@@H](C)CO)C2=O the results were TcdB inh 0.3.
`N#C[C@@H]1[C@@H](c2ccccc2C2=CCCCC2)[C@H](CO)N1C(=O)Cc1ccncc1` gave TcdB inh 0.7.
For CCC(=O)N1C[C@@H](O)COC[C@H]2O[C@@H](CC(=O)NCC3CCCCC3)CC[C@@H]21 the results were TcdB inh 2.6.
Screening CCNC(=O)C[C@@H]1C=C[C@H](NC(=O)C2CCOCC2)[C@@H](CO)O1 returned TcdB inh -2.5.
Screening Cc1noc(C)c1S(=O)(=O)Nc1ccc2c(c1)C(=O)N([C@H](C)CO)C[C@@H](C)[C@@H](CN(C)C(=O)c1ccccc1)OCCCC[C@@H](C)O2 returned TcdB inh -13.
Screening C[C@H]1CN([C@@H](C)CO)C(=O)c2cc(NC(=O)CCC(F)(F)F)ccc2O[C@H]1CN(C)C(=O)Nc1ccc(F)cc1 returned TcdB inh 0.0.
Screening C[C@@H]1CN([C@H](C)CO)S(=O)(=O)c2ccc(-c3ccccc3F)cc2O[C@H]1CN(C)S(C)(=O)=O returned TcdB inh 0.4.
`O=C(Nc1ccc(C(F)(F)F)cc1)N[C@H]1C=C[C@@H](CC(=O)N2CCCCC2)O[C@H]1CO` gave TcdB inh -3.5.

Assay outcomes from PubChem.
